# Source: PubChem BioAssay
# TRHR ag: activates the human TRH receptor | P34981 | TRHR cells, calcium flux fluo-8, FDSS agonist mode | activation, % at 2 µM | 360,000 tested, 0.18% active | AID 493084; in the data active means activation above about 30%; further: 0% is about no effect
#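 In this calcium-flux screen, cells bearing human TRHR are dye-loaded with fluo-8, baselined for 10 cycles, then exposed to library compounds; positive kinetic calcium responses during the agonist phase mark hits, with TRH as control.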
# Apoferritin bind: candidate novel general anesthetic via apoferritin binding; P02791; AID 485281; Potency, µM (titrated, usually from 77.5 µM), inactives show at the highest dose activity change, negative = displacement, usual class: inhibitors; 350,000 tested, 0.074% active; apoferritin/1-aminoanthracene competitive binding, fluorescence; further: potency means the concentration at half of the fitted maximal effect; on the % scale 0 is the no-effect control and ±100 the full control effect; nearly all actives have a fitted effect of over 20% in size
# Target sequence (P02791 2-175 limits assumed): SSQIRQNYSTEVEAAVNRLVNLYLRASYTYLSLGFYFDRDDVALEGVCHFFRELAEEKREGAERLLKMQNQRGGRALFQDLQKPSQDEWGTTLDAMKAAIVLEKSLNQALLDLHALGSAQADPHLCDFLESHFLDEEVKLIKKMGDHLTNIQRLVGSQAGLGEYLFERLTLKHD
#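 Apoferritin-based anesthetic binding model; compound displacement of fluorescent 1-AMA measured as endpoint fluorescence after 10 minutes at room temperature, scaled to free-ligand and complex controls.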
# D1 PAM: enhances dopamine response at the human D1 receptor; AID 504651; 360,000 tested, 0.036% active; P21728; HEK293 TREx D1 cells, calcium flux, dopamine EC20 potentiation; potentiation, % at 10 µM; in the data active means potentiation above about 30%; further: 0% is about no effect
# RXFP1 agonist: RXFP1 (human) receptor agonism | Q9HBX9 | HEK293T-RXFP1 cAMP TR-FRET, 30 min; response scale: percent of porcine relaxin response, buffer zero | Potency, µM (highest dose often 57.5 µM), for the others: top-dose activation, most hits filed as activators | AID 2676 | 370,000 tested, 0.3% active; further: potency means the concentration at half of the fitted maximal effect; on the % scale 0 is the no-effect control and ±100 the full control effect; nearly all actives have a fitted effect of over 60% in size; many of its hits are not listed in these tables
# Target sequence (Q9HBX9 whole entry, looked up): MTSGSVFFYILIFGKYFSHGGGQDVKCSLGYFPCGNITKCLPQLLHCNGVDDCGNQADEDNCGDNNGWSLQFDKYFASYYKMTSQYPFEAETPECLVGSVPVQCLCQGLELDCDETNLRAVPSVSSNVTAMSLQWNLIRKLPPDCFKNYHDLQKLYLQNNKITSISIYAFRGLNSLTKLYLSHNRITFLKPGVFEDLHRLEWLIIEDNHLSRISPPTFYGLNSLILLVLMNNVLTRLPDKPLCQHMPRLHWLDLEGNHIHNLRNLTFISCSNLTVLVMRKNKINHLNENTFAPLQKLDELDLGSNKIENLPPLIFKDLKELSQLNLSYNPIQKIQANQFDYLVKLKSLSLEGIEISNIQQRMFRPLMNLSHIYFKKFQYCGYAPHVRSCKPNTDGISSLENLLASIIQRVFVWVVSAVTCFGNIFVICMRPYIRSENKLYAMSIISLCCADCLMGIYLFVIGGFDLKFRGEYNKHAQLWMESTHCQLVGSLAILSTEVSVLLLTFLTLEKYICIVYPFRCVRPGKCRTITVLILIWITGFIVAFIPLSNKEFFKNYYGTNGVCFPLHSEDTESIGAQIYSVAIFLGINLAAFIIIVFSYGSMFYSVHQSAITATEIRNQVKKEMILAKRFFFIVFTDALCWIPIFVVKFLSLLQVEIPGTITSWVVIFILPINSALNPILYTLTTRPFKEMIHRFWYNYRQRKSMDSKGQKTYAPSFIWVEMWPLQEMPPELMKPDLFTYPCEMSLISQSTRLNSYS
#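 HEK293 cells stably expressing RXFP1, treated 30 min at 37C with compounds plus PDE4 inhibitor Ro 20174; cAMP measured by HTRF TR-FRET. Normalized to buffer and 29 nM porcine relaxin; EC50 by Hill fit.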
# TRHR enhancer: allosterically enhances the human TRH receptor; P34981; TRHR cells, fluo-8 calcium fluorescence, EC20 TRH enhancement; enhancement, % at 2 µM; 360,000 tested, 0.66% active; AID 493056; in the data active means enhancement above about 30%; further: 0% is about no effect
#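 TRHR-expressing cells loaded with fluo-8 calcium dye were read kinetically (ex 480/em 530) during compound addition, then stimulated with an EC20 of TRH (10 nM final). Enhancement of the Gq-mediated intracellular calcium response was scored.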
# D1 ag: agonists of human D1 dopamine receptor | activation, % at 2 µM | HEK293 T-REx D1 cells, calcium flux, agonist mode | AID 504660 | 360,000 tested, 1% active | P21728; in the data active means activation above about 30%; further: 0% is about no effect
#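 Tetracycline-induced HEK293 TREx D1 cells, force-coupled to calcium signalling, were dye-loaded with a no-wash calcium kit. Compound was pin-added after a 10 s baseline. Fluorescence was read kinetically at 1 cycle/s for 180 s, with calcium rises flagged as agonism.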
# D2 PAM: D2 dopamine receptor (human) potentiation. P14416. HEK293 T-REx D2, calcium flux, EC20 dopamine potentiation. potentiation, % at 10 µM. 340,000 tested, 0.34% active;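 active means potentiation over 3 SD above the plate norm, cut at about 30% in these data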; further: 0% is about no effect
#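 Primary screen. Calcium kinetics in induced HEK293 T-REx D2 cells: compound pre-addition 180 s, EC20 dopamine, 180 s more.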
# D1 antag: antagonists of human D1 dopamine receptor. P21728. HEK293 TREx D1 cells, calcium flux, dopamine EC80; stronger effect = lower value. activity change, negative = inhibition, % at 10 µM. 360,000 tested, 3.2% active; in the data active means activity change below about -30%; further: on the % scale 0 is the no-effect control and ±100 the full control effect
#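 Cells carrying a force-coupled, tetracycline-inducible human D1 receptor report calcium flux. Each well gets a 10 s baseline, compound with 180 s monitoring, then an EC80 dopamine stimulus with a second 180 s kinetic read.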
# RXFP1 antagonist: blocks the human relaxin receptor RXFP1; HEK293-RXFP1, relaxin-stimulated cAMP HTRF, 30 min; stronger effect = lower value; activity change, negative = inhibition, % at 57.5 µM; 350,000 tested, 0.59% active;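 active means activity change of -60% or lower, but not beyond a set lower limit; inconclusive means change between -60% and -40%, or beyond the set limit; inactive means change above -40%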; further: on the % scale 0 is the no-effect control and ±100 the full control effect
# Numbers without * were called inactive; ? = inconclusive; . = not tested or not shown. Unless noted, the call rests on the fitted dose curve; in most records, active means well fitted curve in the direction sought with a large enough effect; inconclusive means small, poorly fitted or top-dose-only effect, or another doubt; inactive means no such curve, though single readings can be large; an effect the other way counts as inactive or inconclusive. The list is partial. The share of hits here may be higher or lower than overall.
# The line under a structure holds: TRHR ag | Apoferritin bind | D1 PAM | RXFP1 agonist | TRHR enhancer | D1 ag | D2 PAM | D1 antag | RXFP1 antagonist
> CC1CCN(c2ccc(NC(=O)c3cccnc3Cl)cc2)CC1
→ 0.1 | -14% | 6 | 4.7% | -3 | 3 | 9 | 2 | -1
> CC(C)(C)C(=O)Nc1ccc(C(=O)N/N=C/C2CC3C=CC2C3)cc1 (centres undefined)
→ 0.1 | -2% | -3 | 0.7% | 1 | 2 | 5 | 16 | 17
> O=S1(=O)CCO[C@H]2Cc3ccccc3[C@H]2N1Cc1ccccc1F
→ -0.6 | -14% | 3 | 0.8% | -7 | 1 | 2 | -12 | .
> Cc1cc(C)c2nc(C)cc(Nc3cccc(C(=O)O)c3)c2c1
→ 0.0 | -10% | -1 | 3.4% | 4 | 1 | 0 | 0 | -17
> Cc1ccccc1Cn1c(=O)n(CCCC(=O)NCc2ccco2)c(=O)c2ccccc21
→ 0.3 | -21% | -2 | 1.4% | -6 | 1 | -2 | -7 | 4
> CCOc1ccc(S(=O)(=O)NCc2ccc(F)cc2)c2cccnc12
→ 0.2 | ? | -5 | -1.2% | 0 | 6 | 9 | 4 | 4
> O=[N+]([O-])c1ccc(N2N=C(c3ccccc3)CC2c2ccccc2O)cc1 (centres undefined)
→ 24 | -7% | -9 | 0.1% | 13 | 63* | 9 | 2 | .
> Cc1nn(-c2ccc(F)cc2)c(C)c1CN1CCN(CCc2ccccc2)C(CCO)C1 (centres undefined)
→ -0.2 | -10% | -5 | -1.1% | 4 | 1 | -5 | 8 | 6
> COC(=O)Nc1ccc2ncn(C)c(=O)c2c1
→ 0.6 | -7% | -4 | 5.4% | 9 | 1 | 7 | -17 | .
> CCN(Cc1ccccc1)Cc1c(O)ccc2oc(C)c(C(=O)Nc3ccc(C)cc3C)c12
→ -0.4 | -4% | -1 | -0.2% | -7 | 0 | 5 | 25 | -12
> Cc1cc(S(=O)(=O)C(CNC(=O)COc2ccccc2)c2cccs2)ccc1F (centres undefined)
→ -0.6 | -7% | 0 | -1.0% | 20 | 22 | 10 | -5 | 11
> COc1ccc2nc(NC(=O)CSCc3c(C)noc3C)sc2c1
→ 0.5 | . | 6 | 1.3% | 1 | 1 | -12 | -7 | -6
> CCCCn1c(N)c(N(CC(C)C)C(=O)c2ccc(F)c(S(=O)(=O)N3CCOCC3)c2)c(=O)[nH]c1=O
→ 0.0 | . | 0 | 0.5% | -3 | 3 | 10 | -1 | -9
> COc1ccc(S(=O)(=O)Nc2nc3c(s2)CCCC3)cc1
→ 0.6 | -22% | -3 | -1.1% | 9 | 8 | -2 | -7 | -1
> CC(=O)OCCNc1cc(N2CCN(C)CC2)c2noc3c2c1C(=O)c1ccccc1-3
→ -0.2 | -11% | -1 | -6.0% | -6 | 0 | -1 | -3 | .
> COc1ccc(N2CCN(C(CNC(=O)C(=O)NCCc3ccccc3)c3cccnc3)CC2)cc1 (centres undefined)
→ -0.2 | 3% | -5 | -0.4% | -8 | 2 | -9 | -8 | -9
> COc1ccc(NC(=O)Cc2ccsc2)c(OC)c1
→ 0.2 | 2% | -9 | 1.8% | 1 | -1 | . | -18 | -8
> NC(=O)CC(NC(=O)Cc1ccc(Cl)cc1)c1ccc(NCc2ccccc2)c([N+](=O)[O-])c1 (centres undefined)
→ -0.2 | 5% | -4 | 0.0% | -8 | 5 | -3 | -15 | .
> O=C(Nc1nc2ccccc2s1)c1ccc([N+](=O)[O-])o1
→ -0.7 | 5% | -12 | 1.8% | -8 | 6 | 16 | -13 | 4
> N=c1c(C(=O)NCc2ccco2)cc2c(=O)n3ccccc3nc2n1CCc1ccccc1
→ 0.6 | -1% | -6 | 3.0% | 1 | -1 | -5 | -7 | -4

# Further entries follow.
SMILES,TRHR ag,Apoferritin bind,D1 PAM,RXFP1 agonist,TRHR enhancer,D1 ag,D2 PAM,D1 antag,RXFP1 antagonist
COc1cc(OC)c(Nc2nc3ccc(C)cc3n3nnnc23)cc1Cl,0.0,-9%,-4,1.3%,0,-1,-13,-7,-1
O=C(Sc1nnc(-c2ccccc2)o1)N1c2ccccc2Sc2ccccc21,0.2,-5%,-2,17%,-3,0,-7,-4,.
Cc1c(NC(C)C)c(=O)n(-c2ccccc2)n1C,1.2,4%,-3,-0.1%,-5,2,-7,-2,3
COc1ccccc1-c1ccc(Nc2cccc(C(F)(F)F)c2)nn1,-0.6,-11%,-9,-1.3%,5,-1,5,-13,-17
O=C(Cn1nnc(-c2cccs2)n1)NCc1ccco1,-0.7,-8%,0,2.3%,0,3,10,8,10
CC(=O)N1CC(C)Sc2ccc(S(=O)(=O)NC3CCCCC3C)cc21 (centres undefined),0.2,-13%,-2,2.3%,-4,10,7,-7,7
O=C1C2CC=C(Cl)CC2C(=O)N1CNc1ccccn1 (centres undefined),0.7,-5%,-1,0.6%,-3,1,-5,-14,.
Cc1ccc(C(C)C)c(OCC(=O)NNC(=O)C2CSC3(C)CCC(=O)N23)c1 (centres undefined),0.1,.,1,0.4%,-1,3,.,11,-3
Cc1nnc(N2CCC(C(=O)N3CCCCC3)CC2)c2nn(-c3ccccc3)c(C)c12,-0.7,-6%,-1,5.8%,4,4,14,16,-12
O=C(NCC(c1ccc(F)cc1)N1CCOCC1)c1ccc(C(=O)c2ccccc2)cc1 (centres undefined),0.0,-10%,-1,5.3%,-5,3,-17,-2,-13
Cc1cccc([C@@H]2[C@@H]3C(=O)N(Cc4ccccc4)C(=O)[C@@H]3[C@]3(Cc4ccc(Cl)cc4)C(=O)N(c4ccc(Br)cc4)C(=O)N23)c1,1.8,9%,-4,1.3%,27,2,4,2,.
CCOC(=O)[C@@H]1[C@H]2COc3ccc(Br)cc3[C@H]2N2C(=O)N(c3ccc(Br)cc3)C(=O)[C@]12C,0.3,-11%,-1,-1.2%,-3,0,-11,-4,.
CN1CCN(C(=O)CC2(CC(=O)O)CCCC2)CC1,-0.7,0%,-2,0.1%,5,3,1,-16,-17
COc1ccc(-c2noc(CNC(=O)c3ccoc3C)n2)cc1OC,0.1,-7%,0,0.0%,-4,1,3,-6,-1
CCn1nnc2cc(C(=O)Nc3ccc(C)c(Cl)c3)ccc21,-0.2,-3%,0,9.0%,1,2,-4,2,-4
CNC(=O)N(C1=NCCCCC1)c1ccc(Br)cc1,0.7,-8%,-4,-3.8%,21,1,2,-9,8
CCc1cc2c(=O)n(-c3ccc(C)cc3)cnc2s1,-0.2,2%,-3,0.2%,-5,2,10,-10,-9
O=C(CSc1nc2[nH]c(=O)cc(O)c2s1)Nc1nccs1,-0.1,.,-4,2.6%,-1,1,5,10,0
CCOc1ccccc1CNS(=O)(=O)c1cc2c(cc1C)NC(=O)CO2,-0.7,?,-3,1.8%,0,3,-2,0,-7
Cc1ccc(-c2cc(C(=O)N3N=C(C(F)F)CC3(O)C(F)F)c3ccccc3n2)cc1C (centres undefined),1.1,?,-7,-0.7%,0,10,2,9,-34
CCN(CC(=O)Nc1ccc(NC(C)=O)cc1)C(=O)c1ccc(COc2ccccc2)o1,0.7,.,-1,0.0%,7,0,-10,5,1
CCCCCCCNC(=O)C1(CC2CC(c3ccccc3)=NO2)CCN(C(=O)c2ccccc2)CC1 (centres undefined),0.2,.,-4,-0.7%,-8,6,-12,-4,.
CC(=O)c1ccc(NC(=O)NCc2ccc(F)cc2)cc1,-0.2,-11%,-5,-0.8%,-2,4,-3,.,-9
CCOCCCNC(=O)c1cccc(NC(=O)C2=C(C)OCCS2)c1,-0.3,-7%,-6,2.7%,4,2,5,-22,2
COc1ccc(OC)c(NC(=O)COC(=O)CNC(=O)c2ccc(OC)c(OC)c2)c1,-0.6,4%,0,2.4%,2,0,-1,0,-14
NS(=O)(=O)c1ccc(CCNC(=O)c2ccc(NS(=O)(=O)c3ccc4[nH]c(=O)[nH]c4c3)cc2)cc1,0.0,.,-8,4.9%,5,1,-8,-3,-4
COc1cccc(OC)c1C(=O)N1CCN(c2ccccn2)CC1,0.6,-12%,-5,0.4%,6,1,9,-11,-16
COc1ccccc1CNC(=O)c1cc2c(C)nn(Cc3ccc(F)cc3)c2s1,0.6,-10%,-15,3.6%,-5,3,-2,-30,5

# Grouped by structure, those above containing fluorine.
SMILES,TRHR ag,Apoferritin bind,D1 PAM,RXFP1 agonist,TRHR enhancer,D1 ag,D2 PAM,D1 antag,RXFP1 antagonist
O=S1(=O)CCO[C@H]2Cc3ccccc3[C@H]2N1Cc1ccccc1F,-0.6,-14%,3,0.8%,-7,1,2,-12,.
CCOc1ccc(S(=O)(=O)NCc2ccc(F)cc2)c2cccnc12,0.2,?,-5,-1.2%,0,6,9,4,4
Cc1nn(-c2ccc(F)cc2)c(C)c1CN1CCN(CCc2ccccc2)C(CCO)C1 (centres undefined),-0.2,-10%,-5,-1.1%,4,1,-5,8,6
Cc1cc(S(=O)(=O)C(CNC(=O)COc2ccccc2)c2cccs2)ccc1F (centres undefined),-0.6,-7%,0,-1.0%,20,22,10,-5,11
CCCCn1c(N)c(N(CC(C)C)C(=O)c2ccc(F)c(S(=O)(=O)N3CCOCC3)c2)c(=O)[nH]c1=O,0.0,.,0,0.5%,-3,3,10,-1,-9
COc1ccccc1-c1ccc(Nc2cccc(C(F)(F)F)c2)nn1,-0.6,-11%,-9,-1.3%,5,-1,5,-13,-17
O=C(NCC(c1ccc(F)cc1)N1CCOCC1)c1ccc(C(=O)c2ccccc2)cc1 (centres undefined),0.0,-10%,-1,5.3%,-5,3,-17,-2,-13
Cc1ccc(-c2cc(C(=O)N3N=C(C(F)F)CC3(O)C(F)F)c3ccccc3n2)cc1C (centres undefined),1.1,?,-7,-0.7%,0,10,2,9,-34
CC(=O)c1ccc(NC(=O)NCc2ccc(F)cc2)cc1,-0.2,-11%,-5,-0.8%,-2,4,-3,.,-9
COc1ccccc1CNC(=O)c1cc2c(C)nn(Cc3ccc(F)cc3)c2s1,0.6,-10%,-15,3.6%,-5,3,-2,-30,5
